Screens from PubChem.
TRPML3 agonist: human TRPML3 channel agonists, primary screen, cell-based, HEK293 TRPML3-YFP, Fluo-8 calcium fluorescence, 3 µM | Mucolipin-3 (Homo sapiens), Q8TDD5 | 100% = the carbachol control signal | activation, % at 3 µM | 0.29% of 220,000 active;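 active = activation above its plate's cutoff, the mean activation of the plate's test wells plus 3 SD, cut at about 12% in these data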;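 also: 0% = DMSO only wells and 100% = carbachol wells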
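system = HEK293 cells stably carrying human TRPML3-YFP | doses = one concentration, 3 µM nominal, 0.3% DMSO | timing = dye loading 1 h 37 °C then 30 min ambient, 125 s read | detection = Fluo-8 calcium dye fluorescence, ex 470-495, em 515-575 nm | benchmarks = high control carbachol 87 µM, low control DMSO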
PPC-1+TRAIL kill: compounds killing PPC-1 cancer cells with TRAIL present, primary screen, TRAIL potentiator project, ATPLite luminescence, uHTS; PPC-1 cells + TRAIL, ATPLite viability luminescence; cell killing (% activity), % at 4 µM; 0.41% of 220,000 active; AID 1443, 2008;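 active = cell killing above 50% in the first pass at 4 µM, then a duplicate retest at 5 µM averaging 50% or more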;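 also: plate controls were cells with TRAIL plus DMSO for no effect and medium-only wells lacking cells for full effect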
zfTRPN1 agonist: zebrafish TRPN1 channel agonists, primary screen, cell-based, HEK293, calcium fluorescence; 0.18% of 220,000 active; activation, % at 3 µM; AID 1424, 2008; HEK293 zebrafish TRPN1-YFP, Fluo-8 calcium fluorescence; 100% = response to 87 µM carbachol;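 active = activation above its plate's cutoff, the mean activation of test wells on that plate plus 3 SD, cut at about 19% in these data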;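 also: 0% = DMSO alone and 100% = 87 µM carbachol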
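Material – zebrafish TRPN1-YFP in HEK293 cells · Doses – 3 µM single point · Schedule – dye 1 h 37 °C plus 30 min RT · Signal – Fluo-8 calcium fluorescence, excitation 470-495 nm, emission 515-575 nm · Read-out – % activation versus carbachol response · Control set – carbachol high, DMSO low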
NCF1 inh: p47phox/p22phox peptide binding inhibitors, primary screen, biochemical, uHTS, NADPH oxidase regulatory subunit | Neutrophil cytosol factor 1 (Homo sapiens), P14598 | fluorescence polarization, 2 h | inhibition, % at 24.7 µM | 0.53% of 220,000 active;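 active = inhibition above about 30%, limit read from the data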;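 also: 0% = p47phox with labelled peptide and 100% = labelled peptide alone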
Target sequence (P14598 whole entry, looked up): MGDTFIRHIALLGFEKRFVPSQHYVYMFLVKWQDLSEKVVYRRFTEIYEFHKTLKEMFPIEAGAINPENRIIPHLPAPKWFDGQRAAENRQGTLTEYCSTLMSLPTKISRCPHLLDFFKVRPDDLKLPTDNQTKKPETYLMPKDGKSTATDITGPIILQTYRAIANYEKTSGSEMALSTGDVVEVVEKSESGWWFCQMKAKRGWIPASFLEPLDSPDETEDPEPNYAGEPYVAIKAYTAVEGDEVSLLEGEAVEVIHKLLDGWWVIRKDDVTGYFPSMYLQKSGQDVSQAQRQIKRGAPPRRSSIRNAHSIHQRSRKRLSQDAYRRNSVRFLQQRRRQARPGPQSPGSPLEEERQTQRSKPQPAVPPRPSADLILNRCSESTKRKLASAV
TNF necrop inh: inhibitors of TNF-alpha triggered necroptosis, primary screen, cell-based, Jurkat FADD-/-, single concentration. Jurkat FADD-/- TNF necroptosis rescue, ATP luminescence, 24 h; 0 = TNF only, 100 = no-TNF cells. activation (protection from cell death), % at 10 µM. 0.068% of 220,000 active;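 active = activation, meaning protection from cell death, of at least 50% relative to plate controls; inactive = activation below 50%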;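 also: necroptosis triggered by 40 ng/mL TNF-alpha added together with compound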
EBV gp42 inh: Epstein-Barr virus gp42 inhibitors, primary screen, biochemical, uHTS, fluorescence polarization; inhibition, % (tested at 21.74 µM); 0.42% of 220,000 active; Fluorescence polarization binding assay, mP read-out; AID 1085, 2008; Glycoprotein 42 (Epstein-Barr virus (strain AG876)), Q1HVG2; in the data active = inhibition above about 50%
MDM2 E3 inh: MDM2-luciferase reporter signal enhancers, primary screen, MDM2 E3 ligase inhibitor project, cell-based, luminescence, 1536-well; E3 ubiquitin-protein ligase Mdm2 (Homo sapiens), Q00987; cell-based MDM2 ubiquitination luciferase reporter, 2 h; 0 = plate control, 100 = twice control, blank-subtracted; signal enhancement, % at 5 µM; 0.11% of 210,000 active; AID 1230, 2008;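 active = signal enhancement of 30% or more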;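 also: luminescence tracks abundance of the self-degrading MDM2-luciferase fusion protein; higher signal means inhibition of MDM2 E3 ligase activity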
Target sequence (Q00987 whole entry, looked up, the tested form may be a part): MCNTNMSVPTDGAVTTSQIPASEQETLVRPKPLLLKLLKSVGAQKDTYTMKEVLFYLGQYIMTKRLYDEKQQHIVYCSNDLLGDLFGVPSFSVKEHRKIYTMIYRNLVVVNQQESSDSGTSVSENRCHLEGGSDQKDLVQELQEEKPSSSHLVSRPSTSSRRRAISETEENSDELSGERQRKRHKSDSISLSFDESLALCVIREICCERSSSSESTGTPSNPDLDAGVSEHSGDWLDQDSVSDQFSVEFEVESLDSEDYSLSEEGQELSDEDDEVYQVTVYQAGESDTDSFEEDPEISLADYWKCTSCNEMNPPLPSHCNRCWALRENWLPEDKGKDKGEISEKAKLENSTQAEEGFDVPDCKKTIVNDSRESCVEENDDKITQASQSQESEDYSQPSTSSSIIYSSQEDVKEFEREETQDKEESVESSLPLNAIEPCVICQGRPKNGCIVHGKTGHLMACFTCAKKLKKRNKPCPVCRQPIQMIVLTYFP
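Material: Stable MDM2–luciferase fusion reporter cells | Amount: 2000 cells seeded into each well | Dosing: One concentration, 5 µM, with 0.2% DMSO | Incubation: 4 h cell settling then 2 h compound exposure, 37 °C | Measured by: Luciferase luminescence | Read-out basis: % enhancement relative to plate controls after blank subtraction | Benchmarks: Control and blank well means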
Runt-SMMHC FRET: inhibitors of RUNX1 Runt–CBFb-SMMHC binding, primary screen, biochemical, FRET, Cerulean-Runt, Venus-CBFb-SMMHC, uHTS. inhibition, % at 20 µM. AID 1434, 2008. Cerulean-Runt/Venus-CBFb-SMMHC FRET ratio 530/480, 1 h. Runt-related transcription factor 1 (Homo sapiens) + Core-binding factor subunit beta …. 0.74% of 220,000 active;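 active = mean inhibition across duplicate retests at 20 µM reaching about 50%, limit read from the data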;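 also: 0% = DMSO wells and 100% = wells with excess untagged CBFb-SMMHC; inhibitors lower the FRET ratio by blocking Runt binding to CBFb-SMMHC; some results filed as inactive read as strong as hits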
CHOP inhibitor: inhibitors of CHOP promoter induction, primary screen, cell-based, unfolded protein response, luciferase reporter | 3.8% of 220,000 active | AID 2732, 2010 | CHO-K1 CHOP-promoter luciferase, tunicamycin-induced, 15-18 h | inhibition, % at 10 µM;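 active = compounds that reduced the stress-induced luciferase reporter signal by more than about 70% of percent inhibition, limit read from the data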;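 also: 0% = tunicamycin plus vehicle and 100% = wells without tunicamycin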
Numbers without * were called inactive; x = no result given.

Order of results – TRPML3 agonist	PPC-1+TRAIL kill	zfTRPN1 agonist	NCF1 inh	TNF necrop inh	EBV gp42 inh	MDM2 E3 inh	Runt-SMMHC FRET	CHOP inhibitor
#1 COc1ccc(C2C(C#N)=C(C)NC3=C2C(=O)c2ccccc23)cc1 (centres undefined)
    0.9	10	-0.5	-4	-7.4	-9	-13	-12	11
#2 COc1ccc(C(=O)NCc2oc(-c3ccccc3)cc2C(=O)O)cc1
    0.5	2	-0.5	-8	-1.7	-4	4	6	-27
#3 O=S(=O)(NCC1CCCO1)c1cc(Cl)ccc1Cl (centres undefined)
    0.3	12	0.3	1	0.6	-4	5	0	-25
#4 CN(C)c1cccc(C(=O)OC(C(=O)Nc2ccc([N+](=O)[O-])cc2Br)c2ccccc2)c1 (centres undefined)
    0.1	5	-0.1	-1	4.2	-4	-2	-2	-10
#5 Cc1cc(C)cc(NC(=O)c2snc3c(=O)[nH]cnc23)c1
    0.5	2	0.4	-12	-3.3	0	-2	0	-8
#6 COc1ccc([N+](=O)[O-])cc1NC(=O)CCc1ccccc1
    0.0	28	0.4	2	-4.3	-23	-9	-6	-20
#7 N/C(=N\OC(=O)Cc1ccccc1)c1cccnc1
    -0.9	0	-1.2	-1	-2.7	-5	-22	-1	-15
#8 CC(C)(C)NC(=O)NC(=O)COc1ccccn1
    0.9	28	0.8	-1	-2.1	-19	-11	-5	4
#9 O=C(NCCCn1ccnc1)/C(=C/c1ccco1)NC(=O)c1ccco1
    0.6	14	-1.5	-19	0.4	-6	-13	2	5
#10 COC(=O)c1cccc(NC(=O)C(C)N2C(=O)c3ccccc3C2=O)c1 (centres undefined)
    1.0	16	0.0	-11	-0.1	-1	-19	-10	2
#11 CCc1cc(=O)oc2cc(OCC(N)=O)c(Cl)cc12
    0.9	-12	0.8	-8	0.3	-4	-6	3	16
#12 CN1CCN(C(=O)/C(=C\c2ccc3c(c2)OCO3)NC(=O)c2cccs2)CC1
    -0.1	8	-1.6	-2	0.5	-1	-3	0	2
#13 Cc1ccc(-c2nnn(CC(=O)N(Cc3ccccc3F)C(C(=O)NC3CCCC3)c3ccncc3)n2)o1 (centres undefined)
    -0.3	2	-1.3	-2	-2.1	-7	x	2	14
#14 O=C(Nc1ccc(Cl)cc1)c1cc(S(=O)(=O)N2CCOCC2)cs1
    3.5	15	0.2	-14	-4.9	-20	-5	4	-23
#15 COc1ccccc1NC(=S)c1ccccc1
    0.1	-7	-0.5	-5	0.4	0	-4	22	-2
#16 Cn1c(=O)c2c(nc(NCc3ccc4c(c3)OCO4)n2Cc2ccccc2Cl)n(C)c1=O
    0.7	5	0.5	-8	-0.8	-6	2	-3	50
#17 Cc1ccc([N+](=O)[O-])cc1S(=O)(=O)N1CCCCC1C(=O)O (centres undefined)
    1.3	0	0.7	0	0.6	-14	-2	3	16
#18 COc1ccc(CCNC(=S)NCc2cccs2)cc1OC
    1.0	-1	0.3	0	1.4	-7	-10	2	14
#19 COc1ccc(CN2CN(S(=O)(=O)c3ccccc3)c3nc4ccccc4nc32)cc1
    0.3	-13	-0.8	-16	3.1	-3	-10	0	6
#20 O=C(Cc1ccccc1)Nc1ccc(SC(F)F)cc1
    -0.4	19	-1.2	-11	35	-16	-15	2	-6
#21 O=C(CSc1ccc(Cl)cc1)NN=C1CCCCCC1
    0.1	15	0.2	-4	3.2	-18	-3	0	19
#22 O=c1[nH][nH]c2nc(C(F)(F)F)cc(C(F)(F)F)c12
    0.6	18	-0.1	-9	-0.3	-3	-12	-1	10
#23 O=C(CSc1nnc(-c2ccco2)n1-c1ccccc1)N1CCN(C(=O)c2ccco2)CC1
    -0.2	-4	0.3	-15	-0.9	-16	-5	2	27
#24 CCC(NC(=O)N(Cc1ccccc1)Cc1ccc2c(c1)OCO2)(C(F)(F)F)C(F)(F)F
    0.3	7	-0.9	7	0.3	-1	-2	0	43
#25 COC(=O)c1ccccc1NC(=O)CN1C(=O)c2ccccc2S1(=O)=O
    1.0	8	0.1	6	-1.9	8	-2	-3	-32
#26 COc1cc(NC(=O)c2ccc([N+](=O)[O-])cc2)c(OC)cc1NC(=O)CC(C)C
    1.2	9	0.9	-10	1.2	-1	-9	2	19
#27 Cc1sc(NC(=O)CSc2nnc(C(C)C)n2C)c(C#N)c1C
    0.2	18	-0.4	0	1.2	-7	4	2	15
#28 Cc1cc(C)n(C(=O)c2cc3sccc3[nH]2)n1
    -0.5	15	-2.5	-1	0.3	-18	-31	0	20
#29 O=C(O)C1C2C=CC(O2)C1C(=O)Nc1ccc(S(=O)(=O)N2CCc3ccccc32)cc1 (centres undefined)
    0.6	20	-0.1	-3	0.2	-11	-2	0	3
#30 Cc1cccc(CN2CCC(CNC(=O)C3CCCN(S(=O)(=O)c4cnc[nH]4)C3)CC2)c1 (centres undefined)
    0.1	3	-0.6	-13	1.9	-9	-18	1	38
#31 COc1ccc2[nH]c(=O)c(CNc3ccccc3OC)cc2c1
    0.4	23	1.1	-9	-4.6	31	-3	-130	-2
#32 COc1c2c(c(C)c3c1C(=O)OC3)O[C@@]1(C)CC[C@@]3(O)C(C)(C)OC(=O)CC[C@]3(C)[C@H]1C2
    x	12	x	6	1.5	-14	-30	1	-24
#33 COC(=O)/C(C#N)=C/c1c(Oc2cccc(C)c2)nc2ccccn2c1=O
    0.6	15	0.9	-5	-1.8	-9	3	16	19
#34 COC(=O)[C@@H](NC(=O)NC1CCCCC1C)C(C)C (some centres undefined)
    0.7	1	-1.4	8	2.3	-4	-2	0	8
#35 CC(C)(C)c1ccc(-c2nc(NCc3cccnc3)c3ccccc3n2)cc1
    0.9	27	1.3	-13	2.9	-22	-1	-6	54
#36 CC1(C)CC(=O)C(C=NCCCN2CCCC2=O)=C(O)C1
    0.0	-11	2.2	-9	0.7	-14	-9	3	52
#37 CN(C)c1ccc(/C=C(/NC(=O)c2ccccc2)C(=O)N/N=C/c2ccc([N+](=O)[O-])c(O)c2)cc1
    0.3	0	-0.1	-11	-5.8	-9	-7	3	57
#38 Cc1ccc(C2=NN(CC(=O)NCc3ccco3)C(=O)CC2)cc1
    0.3	-16	0.5	-12	3.1	-12	-10	3	16
#39 CC1CCc2sc(C(=O)OCC(=O)NCc3ccc(F)cc3)cc2C1 (centres undefined)
    1.1	13	0.5	-4	-2.4	-17	-8	-6	42
#40 O=C(/C=C/C=C/c1ccccc1)c1ccco1
    0.4	-4	0.2	-16	-18	-6	-5	0	-6
#41 CCOc1ccc(NC(=S)N2CCN(C/C=C/c3ccccc3)CC2)cc1
    -0.6	20	-2.7	-6	-0.1	-18	3	-2	25
#42 CCOc1ccc(-c2nc(-c3cccs3)c(CC(=O)O)s2)cc1OC
    0.6	26	0.3	8	1.5	1	-13	-2	-41
#43 O=C(CSc1nc2ccccc2s1)CSc1nc2ccccc2s1
    0.1	11	-1.3	-12	-0.3	-3	-6	-4	50
#44 CCC(=O)N1CCc2cc(Br)cc(S(=O)(=O)CCC(=O)NCCc3ccccc3)c21
    0.4	14	-1.2	-12	-0.5	4	-10	-6	18
#45 Cc1cc(NC(=O)CSc2ccc3nnc(-c4ccc(Cl)cc4)n3n2)no1
    -0.8	16	0.3	-1	-1.0	-11	-10	-3	0

Exported as a markdown table: 7 of the compounds above.
| nr | canonical_smiles | TRPML3 agonist | PPC-1+TRAIL kill | zfTRPN1 agonist | NCF1 inh | TNF necrop inh | EBV gp42 inh | MDM2 E3 inh | Runt-SMMHC FRET | CHOP inhibitor |
| --- | --- | --- | --- | --- | --- | --- | --- | --- | --- | --- |
| 37 | CN(C)c1ccc(/C=C(/NC(=O)c2ccccc2)C(=O)N/N=C/c2ccc([N+](=O)[O-])c(O)c2)cc1 | 0.3 | 0 | -0.1 | -11 | -5.8 | -9 | -7 | 3 | 57 |
| 38 | Cc1ccc(C2=NN(CC(=O)NCc3ccco3)C(=O)CC2)cc1 | 0.3 | -16 | 0.5 | -12 | 3.1 | -12 | -10 | 3 | 16 |
| 39 | CC1CCc2sc(C(=O)OCC(=O)NCc3ccc(F)cc3)cc2C1 (centres undefined) | 1.1 | 13 | 0.5 | -4 | -2.4 | -17 | -8 | -6 | 42 |
| 40 | O=C(/C=C/C=C/c1ccccc1)c1ccco1 | 0.4 | -4 | 0.2 | -16 | -18 | -6 | -5 | 0 | -6 |
| 41 | CCOc1ccc(NC(=S)N2CCN(C/C=C/c3ccccc3)CC2)cc1 | -0.6 | 20 | -2.7 | -6 | -0.1 | -18 | 3 | -2 | 25 |
| 42 | CCOc1ccc(-c2nc(-c3cccs3)c(CC(=O)O)s2)cc1OC | 0.6 | 26 | 0.3 | 8 | 1.5 | 1 | -13 | -2 | -41 |
| 43 | O=C(CSc1nc2ccccc2s1)CSc1nc2ccccc2s1 | 0.1 | 11 | -1.3 | -12 | -0.3 | -3 | -6 | -4 | 50 |
